Bioassay records: PubChem BioAssay, Sanford-Burnham Center for Chemical Genomics
Rat MKP-3 inhibitors – MKP-3 phosphatase inhibitors, primary screen, biochemical, rat enzyme, in vitro (AID 425). inhibition, % at 20 µM, or IC50 in µM where a hit was titrated. 0.17% of 110,000 active. recombinant MKP-3 phosphatase activity, fluorescence; higher % means a stronger effect; in the data active = inhibition above about 50%;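 also: plate controls were vehicle for no effect and reference inhibitor for full effect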
Hsp70 displacement – Hsp70 inhibitors, probe displacement, primary screen, biochemical, fluorescence polarization (AID 583). displacement, % at 20 µM; hits with a dose series show IC50 in µM. 0.06% of 140,000 active. Hsp70 fluorescence polarization probe displacement, mP; higher % means a stronger effect; in the data active = displacement above about 50%;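 also: plate controls were vehicle for no effect and reference ligand for full effect; a part of the inactive calls stands beside numbers as strong as those of hits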
The depositor's hits bear a star; . = not tested or not shown; & = joins results of further samples. An excerpt. The share of hits here may be higher or lower than overall.

Preview, four compounds:
SMILES	Rat MKP-3 inhibitors	Hsp70 displacement
CN(C)S(=O)(=O)c1cc(C(=O)NCC2CCCO2)c(Cl)cc1Cl (stereo not drawn)	-2%	-1.1%
CCOC(=O)c1c(N)sc(C(=O)Nc2cc(C)cc(C)c2)c1C	0%	4.0%
COc1ccc(Cl)cc1N(CC(=O)NCCSc1ccc(C)cc1)S(=O)(=O)c1ccccc1	1%	-3.3%
CC(=O)Oc1ccc(/C=C2\C=C(c3ccc(Br)cc3)OC2=O)c(OC(C)=O)c1	5%	-2.1%

The list itself, from the start:
SMILES	Rat MKP-3 inhibitors	Hsp70 displacement
CN(C)S(=O)(=O)c1cc(C(=O)NCC2CCCO2)c(Cl)cc1Cl (stereo not drawn)	-2%	-1.1%
CCOC(=O)c1c(N)sc(C(=O)Nc2cc(C)cc(C)c2)c1C	0%	4.0%
COc1ccc(Cl)cc1N(CC(=O)NCCSc1ccc(C)cc1)S(=O)(=O)c1ccccc1	1%	-3.3%
CC(=O)Oc1ccc(/C=C2\C=C(c3ccc(Br)cc3)OC2=O)c(OC(C)=O)c1	5%	-2.1%
O=C(CCCc1ccccc1)NCCCN1CCOCC1	4%	2.0%
Cc1cccc(NC(=O)CSc2nnc(-c3ccc(S(=O)(=O)N4CCOCC4)cc3)n2C)c1	-10%	-1.9%
COc1ccc(N2Cc3ccc(C(=O)NN)cc3C2)cc1	29%	-1.0%
O=C1c2ccccc2C(=O)N1CCCc1nc(-c2ccccn2)no1	-11%	2.7%
CCCS(=O)(=O)N1CCCC(C(=O)NCCc2ccc(Cl)cc2)C1 (stereo not drawn)	-9%	4.0%
OC1(c2cccnc2)CCN(Cc2nnnn2C2CCCCC2)CC1	-4%	3.4%
CC(NC(=O)c1ccccc1NC(=O)c1ccco1)c1ccccc1 (stereo not drawn)	3%	0.6%
O=S(=O)(N/N=C/C=C/c1ccccc1)c1ccc(Cl)cc1	4%	2.7%
CCn1c(SCC(=O)Nc2nccs2)nnc1-c1ccc(C)cc1	-3%	5.8%
Cc1cc(C)n2nc(SCc3cc(=O)n4c(C)cccc4n3)nc2n1	1%	3.5%
Cc1cc(C)cc(N(CC(=O)NCC2CCCO2)S(=O)(=O)c2ccccc2)c1 (stereo not drawn)	4%	-0.2%
CCN(CCCNC(=O)CN1C(=O)COc2ccccc21)c1ccccc1	-3%	1.1%
O=C(Nc1ccccc1O)c1cccnc1	-2%	-0.8%
Cc1cccc(-n2ncc3c(Nc4c(C)n(C)n(-c5ccccc5)c4=O)ncnc32)c1	-4%	2.7%
O=C(N/N=C/c1ccccc1O)c1cc(C2CC2)[nH]n1	3%	-1.5%
O=c1oc2cc(OCCc3ccccc3)ccc2c2c1CCC2	-1%	-0.4%
O=C(NCc1ccccc1)N1CCN(c2ccc(F)cc2)CC1	.	0.5%
O=c1[nH]c2ccccc2n1C1=CCCC1	-7%	2.8%
O=C1CC(Nc2ccc(N3CCOCC3)cc2)C(=O)N1c1cccc(Cl)c1 (stereo not drawn)	4%	0.1%
CCOC(=O)c1[nH]c(C)c(C(=O)Nc2ccccc2F)c1C	0%	-2.6%
Cc1noc(NS(=O)(=O)c2ccc(NC(=O)COc3ccccc3)cc2)c1C	1%	3.7%
The results go on:
SMILES	Rat MKP-3 inhibitors	Hsp70 displacement
O=C(Nc1cc(Sc2ccccc2)cc([N+](=O)[O-])c1)c1ccc(F)c(F)c1	0%	3.0%
COc1cccc(-c2nnc3sc(C4CCCCC4)nn23)c1	5%	.
Cc1nc(SCC(=O)Nc2c(C)n(C)n(-c3ccccc3)c2=O)nc(C)c1C	.	2.2%
O=C(NCCN1CCN(c2ccccc2)CC1)C1CCCN(S(=O)(=O)c2cnc[nH]2)C1 (stereo not drawn)	-4%	-3.6%
O=C1CC(N2CCN(c3ncccn3)CC2)C(=O)N1c1ccc(I)cc1 (stereo not drawn)	-1%	-2.3%
c1ccc(-c2nc3ccccc3nc2-c2ccccn2)nc1	-2%	3.7%
Nc1ccccc1S(=O)(=O)c1ccccc1N	3%	3.3%
CCN1CCCC1CNC(=O)c1ccc2c(=O)n(CCOC)c(=O)[nH]c2c1 (stereo not drawn)	2%	1.4%
CCOC(=O)/C(N=Nc1cc(C(=O)OC)cc(C(=O)OC)c1)=C(/C)O	0%	0.4%
Cc1ccccc1NC(=O)CSc1nc2c(c(-c3ccco3)c1C#N)CCCC2	-15%	-7.2%
CCOC(=O)c1cnc(-n2nc(C)cc2C)nc1-n1nc(C)cc1C	-12%	-4.7%
CSc1nc(N(CCO)CCO)c2sc3nc(-c4ccco4)c4c(c3c2n1)CCC4	.	39%
COC(=O)COc1ccc(S(=O)(=O)N2CCN(c3ccccc3F)CC2)cc1	-5%	0.3%
CC(C)n1c(Nc2ccccc2)nc2ccccc21	-15%	2.0%
CCOC(=O)N1CCN(Cc2nc(N)nc(Nc3ccc(Oc4ccccc4)cc3)n2)CC1	-2%	-4.1%
COc1cc2c(C(=O)NCc3ccc4c(c3)OCO4)cn(CC(C)C)c(=O)c2cc1OC	6%	3.4%
O=C1CCCC2=C1C(c1ccc(Cl)cc1Cl)Nc1ccc(C(=O)c3ccccc3)cc1N2 (stereo not drawn)	1%	1.9%
O=C1C=C(c2ccccc2)OC(=O)C1C(=O)c1ccccc1 (stereo not drawn)	.	6.3%
O=C(CN1C(=O)CCC1=O)Nc1ccc(S(=O)(=O)N2CCOCC2)cc1	-13%	1.4%
Cc1ccc(-c2noc(C3CCCN(S(=O)(=O)c4ccc(S(=O)(=O)N(C)C)cc4)C3)n2)o1 (stereo not drawn)	.	-0.8%
CCOc1ccc(-c2nc(-c3cccnc3)no2)cc1OCC	.	-1.9%
CC(C(=O)O)N1C(=O)CSc2ncccc21 (stereo not drawn)	2%	-1.5%
CCCNS(=O)(=O)c1ccc(CCC(=O)NCC2CCCO2)cc1 (stereo not drawn)	-1%	-5.5%
CC1Cc2ccccc2N1C(=O)CCN1C(=O)C2C3C=CC(C3)C2C1=O (stereo not drawn)	-5%	-0.3%
COc1ccc(S(=O)(=O)N(CC(=O)Nc2cccnc2)c2ccccc2OC)cc1	.	-2.6%

Individual results from the results shown.
Value of CCOC(=O)/C(N=Nc1cc(C(=O)OC)cc(C(=O)OC)c1)=C(/C)O under Hsp70 displacement: 0.4%
Value of O=C1CCCC2=C1C(c1ccc(Cl)cc1Cl)Nc1ccc(C(=O)c3ccccc3)cc1N2 (stereo not drawn) under Rat MKP-3 inhibitors: 1%
Value of O=C(NCCN1CCN(c2ccccc2)CC1)C1CCCN(S(=O)(=O)c2cnc[nH]2)C1 (stereo not drawn) under Hsp70 displacement: -3.6%

(next part)
SMILES	Rat MKP-3 inhibitors	Hsp70 displacement
O=C/C(=C\Nc1ccc(S(=O)(=O)CCO)cc1)c1nc2ccccc2o1	-1%	-1.8%
O=c1ccc(-c2ccccc2)n[nH]1	.	3.8%
COc1cc(NC(=O)Cn2c(-c3cncs3)nc3ccccc32)cc(OC)c1OC	2%	0.8%
O=C(Nc1ccccc1)Nc1nnc(Cc2ccc([N+](=O)[O-])cc2)s1	3%	1.6%
Cc1cc(C)cc(OCC(=O)Nc2cccc(C(=O)O)c2)c1	.	0.1%
Cc1ccc(OCC(=O)N(Cc2ccc(N(C)C)cc2)C2CCS(=O)(=O)C2)cc1 (stereo not drawn)	-8%	2.0%
Cc1ccc(C)c(-n2c(SCC(=O)Nc3nonc3C)nnc2-c2ccoc2C)c1	-11%	-3.7%
CCOC(=O)c1c(NC(=O)/C=C/c2ccco2)sc2c1CCCC2	1%	1.0%
COn1c(=O)c(-c2ccc(Cl)cc2)[n+]([O-])c2ccccc21	1%	1.4%
COc1cccc(-c2nc(N3CCC(C)CC3)c3ccccc3n2)c1O	-14%	-1.5%
Cc1cc(=O)oc2cc3c(cc12)OCCN3	-6%&-2%	1.3%&-3.4%
CCCc1cc(=O)[nH]c(SCC(=O)NC2CCCCC2)n1	0%	.
Cc1cc(C=C2C(=O)NC(=S)NC2=O)c(C)n1-c1cccnc1	0%	0.8%
Cc1ncc(CO)c2c1OC(C)(C)OC2	4%	-5.5%
CCc1ccccc1NC(=O)c1ccc(CN2CCc3ccccc3C2)cc1	3%	-2.9%
CC(C)NC(=O)C1CCCN(S(C)(=O)=O)C1 (stereo not drawn)	2%	.
CC(=O)Nc1ccc(S(=O)(=O)Nc2ccccc2C(=O)Nc2ccccc2)cc1	1%	4.0%
CC(C)CCn1c(=S)[nH]c2ncccc2c1=O	0%	3.6%
N#Cc1ccc(NC(=O)COC(=O)C2=COCCO2)cc1	-5%	1.7%
CC1CCc2c(sc(NC(=O)c3ccccc3Cl)c2C(=O)Nc2ccccc2Cl)C1 (stereo not drawn)	2%	1.0%
Cc1ccc(N=C(NO)C(=Nc2ccc(C)c(C)c2)NO)cc1C	-2%	5.3%
Cc1c(C(=O)NCc2cccnc2)oc2ccc(S(=O)(=O)N3CCCCCC3)cc12	-7%	-1.3%
Cc1cc(C(=O)Nc2nc(-c3ccc(Cl)cc3)cs2)ccc1[N+](=O)[O-]	2%	-6.0%
Cc1cc(NC(=O)CSc2nc(C3CC3)nc3sc4c(c23)CCC(C)C4)no1 (stereo not drawn)	2%	-4.7%
CN1CCN(CC(=O)N(C)c2nc(-c3ccccc3)cs2)CC1	-12%	-0.5%

An excerpt of these results, with each value named.
Cc1ccc(N=C(NO)C(=Nc2ccc(C)c(C)c2)NO)cc1C
  Rat MKP-3 inhibitors: -2%
  Hsp70 displacement: 5.3%

CN1CCN(CC(=O)N(C)c2nc(-c3ccccc3)cs2)CC1
  Rat MKP-3 inhibitors: -12%
  Hsp70 displacement: -0.5%

More compounds.
SMILES	Rat MKP-3 inhibitors	Hsp70 displacement
CC(C)(C)NC(=O)CSc1nnc(CN2CCCCCC2=O)n1-c1ccccn1	-9%	-3.7%
Nc1nc(SCC(=O)c2ccc(Oc3ccccc3)cc2)n[nH]1	-10%	-0.6%
Cc1ccc(S(=O)(=O)N(C)CCCC(=O)Nc2ccccc2C)cc1	1%	5.7%
CCN1CCc2c(C#N)c(NCc3ccccc3)nc(NCCO)c2C1	-3%	5.9%
COC(=O)N1CC(c2ccccc2)CC1=O (stereo not drawn)	-12%	3.7%
Cc1ccc(C2=CC(c3ccc(N(C)C)cc3)n3nnnc3N2)cc1 (stereo not drawn)	-5%	-20%
Cc1ccccc1NC(=O)c1ccc(S(=O)(=O)N(C)C)cc1	-4%	4.2%
Cc1cc(OCC(=O)NCCO)cc(C)c1Cl	-4%	6.9%
O=C(Cn1cnc2ccccc2c1=O)N1CCN(Cc2ccccc2)CC1	3%	-2.5%
CCOc1ccccc1NC(=O)CC1NCCNC1=O (stereo not drawn)	-7%	7.2%
c1ccc2c(c1)nc1n2CCN1CCNC1CCCCC1	0%&4%	1.0%&-3.7%
COc1cc2c(cc1NC(=O)c1cccc([N+](=O)[O-])c1C)oc1ccccc12	0%	3.3%
COc1ccc(-n2nnc3c(=O)n(CC(=O)N4CCCc5ccccc54)cnc32)cc1	-2%	-0.2%
Cc1cccc(Nc2ncnc3nc[nH]c23)c1	-3%	0.1%
O=C(c1ccccc1)N1CC(=O)N2CCc3ccccc3C2C1 (stereo not drawn)	-4%	-2.0%
Cc1ccc(N(C(C)C(=O)N2CCC(C)CC2)S(C)(=O)=O)cc1C (stereo not drawn)	-5%	5.9%
O=C(O)C1C2C=CC(C2)C1C(=O)Nc1ccc(Br)cc1F (stereo not drawn)	1%	-1.8%
CN(c1ccc(C(=O)Nc2ccc3c(c2)OCCO3)cc1)S(C)(=O)=O	.	0.9%
O=C(CCNS(=O)(=O)c1ccc2c(c1)CCC(=O)N2)NCc1ccc2c(c1)OCO2	1%	5.3%
CN1CCC(O)N1C(=O)c1ccccc1O (stereo not drawn)	3%	-3.1%
O=C(C1CCN(S(=O)(=O)c2cccc3cccnc23)CC1)N1CCc2ccccc21	-7%	-1.1%
Cn1ncc(C#N)c1NC(=O)c1cc(-c2ccccc2Cl)on1	.	4.3%
O=C(O)c1cnn2c1NC(c1cccs1)CC2C(F)(F)F (stereo not drawn)	-2%&-3%	1.3%&0.2%
CCc1ccccc1NC(=O)C(=O)NCCCOC	3%	1.2%
COc1ccc(Cl)cc1C(=O)Nc1ccc(N2CCCCC2)c(Cl)c1	-2%	5.1%

Reprinted from the part before: 6 entries; new compounds follow.
SMILES	Rat MKP-3 inhibitors	Hsp70 displacement
CN1CCC(O)N1C(=O)c1ccccc1O (stereo not drawn)	3%	-3.1%
O=C(C1CCN(S(=O)(=O)c2cccc3cccnc23)CC1)N1CCc2ccccc21	-7%	-1.1%
Cn1ncc(C#N)c1NC(=O)c1cc(-c2ccccc2Cl)on1	.	4.3%
O=C(O)c1cnn2c1NC(c1cccs1)CC2C(F)(F)F (stereo not drawn)	-2%&-3%	1.3%&0.2%
CCc1ccccc1NC(=O)C(=O)NCCCOC	3%	1.2%
COc1ccc(Cl)cc1C(=O)Nc1ccc(N2CCCCC2)c(Cl)c1	-2%	5.1%
O=C(NCc1ccco1)C(Cc1ccccc1)NS(=O)(=O)c1cccc2nsnc12 (stereo not drawn)	0%	-5.6%
CCOC(=O)COc1ccc(S(=O)(=O)NCCC2=CCCCC2)cc1	-5%	2.7%
Cc1ccc(/C=C2/SC(=S)N(NC(=O)c3ccccc3Br)C2=O)o1	3%	5.0%
CC1CC2(CC(C)(C(=O)CSc3n[nH]c(-c4ccccc4Cl)n3)OC2=O)C(=O)O1 (stereo not drawn)	-14%	2.1%
CC(C)NC(=O)c1ccc(Cl)c(Cl)c1	2%	-0.6%
CCOC(=O)N1CCN(C(=O)CN(Cc2ccccc2)S(=O)(=O)c2ccc(OC)c(C)c2)CC1	-5%	-1.3%
N/C(=N\N=C\c1c(O)ccc2ccccc12)c1nonc1N	0%	-40%
CC(C)Cn1nc(NC(=O)C2CCCO2)c2cc3ccccc3nc21 (stereo not drawn)	-3%	3.1%
CCc1c(O)nc(SCCN(CC)CC)[nH]c1=O	0%	0.2%
CC(=O)Nc1cc2c(cc1NC(=O)Cn1nc(-c3ccccc3F)ccc1=O)OCCO2	3%	6.5%
